STK33 inh – inhibitors of purified STK33 kinase, primary screen, biochemical, ADP-Glo luminescence, homogeneous, cell-free | Serine/threonine-protein kinase 33 (Homo sapiens), Q9BYT3 | inhibition, % at 10 µM | AID 2661, 2010 | MBP phosphorylation | actives 0.073% (n = 320,000);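 active = inhibition at or above 25%, using the most active replicate where run in duplicate; inactive = inhibition below 25%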
Target sequence (Q9BYT3 whole entry, looked up): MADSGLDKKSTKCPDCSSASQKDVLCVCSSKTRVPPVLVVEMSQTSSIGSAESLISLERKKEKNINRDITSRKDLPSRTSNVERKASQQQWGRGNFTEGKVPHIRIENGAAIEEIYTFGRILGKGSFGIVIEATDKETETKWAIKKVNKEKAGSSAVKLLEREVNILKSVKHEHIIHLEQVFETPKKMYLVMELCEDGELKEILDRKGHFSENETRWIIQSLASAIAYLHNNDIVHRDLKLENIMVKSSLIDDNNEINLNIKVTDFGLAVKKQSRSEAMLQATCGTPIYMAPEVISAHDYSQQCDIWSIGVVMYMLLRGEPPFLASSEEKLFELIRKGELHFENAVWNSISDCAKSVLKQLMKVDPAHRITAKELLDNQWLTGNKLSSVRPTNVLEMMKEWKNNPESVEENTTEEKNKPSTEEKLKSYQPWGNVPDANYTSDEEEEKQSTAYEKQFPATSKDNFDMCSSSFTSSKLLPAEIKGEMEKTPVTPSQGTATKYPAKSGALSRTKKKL
OX1R antag – antagonists of human orexin 1 receptor (OX1R); Orexin/Hypocretin receptor type 1 (Homo sapiens), O43613; OX1R-expressing cells, FRET antagonist read-out; inhibition, % at 6.6 µM; actives 1.8% (n = 330,000); AID 485270, 2010; in the data active = inhibition mostly above about 38%, no sharp cut-off; inactive = mostly below about 40%;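 also: 0% = agonist challenge alone and 100% = reference antagonist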
Target sequence (O43613 whole entry, looked up): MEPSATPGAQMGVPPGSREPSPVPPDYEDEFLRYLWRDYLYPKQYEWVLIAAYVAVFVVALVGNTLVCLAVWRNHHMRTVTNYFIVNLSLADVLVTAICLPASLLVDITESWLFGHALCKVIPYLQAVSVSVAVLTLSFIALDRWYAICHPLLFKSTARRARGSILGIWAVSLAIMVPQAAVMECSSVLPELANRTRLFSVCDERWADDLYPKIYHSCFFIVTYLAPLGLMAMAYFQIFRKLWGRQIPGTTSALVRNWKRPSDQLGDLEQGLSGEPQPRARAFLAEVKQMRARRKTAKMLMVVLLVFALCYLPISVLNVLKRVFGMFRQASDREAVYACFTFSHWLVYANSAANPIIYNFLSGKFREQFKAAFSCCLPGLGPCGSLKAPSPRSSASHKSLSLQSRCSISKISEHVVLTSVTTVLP
KCNQ2 block – KCNQ2 potassium channel inhibitors, primary screen, cell-based, CHO-K1, FluxOR thallium flux, B-score (AID 2156). 20 min; stronger effect = lower value. actives 1.1% (n = 310,000). Potassium voltage-gated channel subfamily KQT member 2 (Rattus norvegicus), O88943. B-score at 10 µM;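 active = fluorescence ratio B-score at most minus 3 library SDs, with starting brightness B-score within 2 library SDs, cut at about -5.5 in these data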
The depositor's hits bear a star; i = inactive; · = not tested or not shown.

SMILES	STK33 inh	OX1R antag	KCNQ2 block
Cc1cccc(N(C(=O)c2snc(C(N)=O)c2N)C(C(=O)NCC2CCCO2)c2c[nH]c3ccccc23)c1 (stereo not given)	-0.3	-2	i
COc1ccc2c(c1)C(C)CC(C)(C)N2C(=O)CSc1ncn[nH]1 (stereo not given)	1.6	22	i
CCC(C)NC(=O)C1CCN(S(=O)(=O)CC)CC1 (stereo not given)	-1.2	0	i
O=C(NCCCCNC(=O)c1ccc(F)cc1)c1ccc(F)cc1	-0.8	7	i
CN(C)CCN[C@H]1CCC2C3CC=C4C[C@@H](O)CC[C@]4(C)C3CC[C@@]21C (stereo not given in full)	-1.1	3	·
CC(C)[C@H](NC(=O)[C@@H]1CSC2c3ccccc3C(=O)N21)C(=O)NCc1ccco1 (stereo not given in full)	-0.9	10	i
c1coc(C2Nc3cccc4cccc(c34)N2)c1	-0.2	34	i
Oc1ccccc1-c1cc(-c2ccccc2Cl)[nH]n1	2.2	14	i
O=C(CCSc1ccc(Cl)cc1)NCc1ccncc1	-0.2	4	i
COc1ccc(C(=O)NCc2csc(C)n2)cc1OC1CCN(C(C)=O)CC1	-0.3	8	i
COc1ccc2c(c1)CC1c3c(cc4c(c3-2)OCO4)CC[N+]1(C)[O-] (stereo not given)	1.4	26	i
O=C(NCCn1cc(SCc2ccc(F)cc2)c2ccccc21)c1c(F)cccc1F	-0.9	11	i
NS(=O)(=O)c1ccc(NC(=O)N2c3ccccc3Sc3ccccc32)cc1	-0.9	32	i
CCC(=O)Nc1nc(C)c(Oc2ccccc2)c(=O)[nH]1	-1.3	9	i
Cc1ccc(/C=N/NC(=O)c2ccco2)s1	0.3	1	i
Cc1ccc(C(=O)N/C(=C/c2cccnc2)C(=O)N2CCCCCC2)cc1	-1.1	9	i
COc1ccc(-n2c(=S)[nH]c(=O)c3cccnc32)cc1	0.9	2	i
CS(=O)(=O)Nc1ccc(C(=O)N2CC(=O)Nc3ccccc32)cc1	-10	·	i
CN1CC(C(=O)Nc2ccc(F)c(Cl)c2)CC1=O (stereo not given)	-1.9	1	i
CSCCC(NC(=O)COc1ccccc1)C(=O)N(C)Cc1ccc(SC)cc1 (stereo not given)	-0.6	16	·
Cc1nc2c(Cl)cccc2c2c1CC(CBr)O2 (stereo not given)	1.3	13	i
COc1cc(C(=O)OCCNC(=O)c2ccccc2)cc(OC)c1OC	-0.5	2	i
COc1ccc(S(=O)(=O)NCc2ccncc2)cc1NC(=O)c1ccccc1	0.0	18	i
Cn1cnc([N+](=O)[O-])c1Oc1ccc2ccccc2c1	0.8	33	i
CC(C)c1nnc(SCC(=O)NC2CCCCC2)n1C	0.7	-11	i
Cc1ccc(NC2=C(Cl)C(=O)OC2NC(=O)c2ccccc2)cc1 (stereo not given)	-0.4	13	i
CCCn1c(SCC(N)=O)nc2c(c1=O)C1(CCCC1)Cc1ccccc1-2	-0.4	20	i
C[C@@H]1C[C@@H]2O[C@H]2/C=C\C=C\C(=O)Cc2c(Cl)c(O)cc(O)c2C(=O)O1	2.2	8	i
O=c1c(-c2ccccc2Cl)c[nH]n1-c1ccccc1	-0.6	12	i
Cc1csc(NC(=O)c2cc([N+](=O)[O-])cc([N+](=O)[O-])c2)n1	-2.3	64*	i

Structures shown so far containing two or more sulfur atoms:
SMILES	STK33 inh	OX1R antag	KCNQ2 block
NS(=O)(=O)c1ccc(NC(=O)N2c3ccccc3Sc3ccccc32)cc1	-0.9	32	i
CSCCC(NC(=O)COc1ccccc1)C(=O)N(C)Cc1ccc(SC)cc1 (stereo not given)	-0.6	16	·

Retrieved one by one from the entries so far, three records:
SMILES	STK33 inh	OX1R antag	KCNQ2 block
Cc1nc2c(Cl)cccc2c2c1CC(CBr)O2 (stereo not given)	1.3	13	i
CCC(=O)Nc1nc(C)c(Oc2ccccc2)c(=O)[nH]1	-1.3	9	i
Cc1csc(NC(=O)c2cc([N+](=O)[O-])cc([N+](=O)[O-])c2)n1	-2.3	64*	i

Following part
SMILES	STK33 inh	OX1R antag	KCNQ2 block
COC(=O)N/N=C(\C)c1cccs1	0.0	-1	i
CCC(CC)NC(=O)COC(=O)c1ccc(NS(=O)(=O)c2ccc3c(c2)OCCO3)cc1	-0.9	13	i
Cc1ccc2nc(SCC(=O)NCc3ccc(F)cc3)[nH]c2c1	1.4	19	i
C/C(Cc1ccccc1)=N\NC(=O)CNC(=O)c1cccc(Cl)c1	-1.5	4	i
O=c1c2ccccc2oc2nc(-c3ccco3)n(-c3ccccc3)c(=O)c12	-3.0	45	i
O=C(NCC1CCN(C(=O)c2cccc([N+](=O)[O-])c2)CC1)c1cccc([N+](=O)[O-])c1	0.3	20	i
CCN1C(=O)c2ccccc2S(=O)(=O)c2ccc(C(=O)NCCOC)cc21	-0.9	-1	i
CCCC(C)C(=O)Nc1ccc2c(c1)OCCO2 (stereo not given)	0.5	16	i
CCNc1nc(NCC)n2c(SCC(=O)Nc3ccc(C)cc3Br)nnc2n1	-0.1	7	·
Fc1ccccc1-c1nc(-c2ccc(Cl)cc2)no1	0.9	6	i
COc1ccc(OCC(=O)Nn2c(-c3ccc(C)cc3)nc3ccccc3c2=O)cc1	-0.5	19	i
Nc1nonc1-n1nnc(C(=O)N/N=C/c2ccc(OCc3cccc(Cl)c3)cc2)c1CN1CCCCC1	0.1	6	i
Cc1ccc(S(=O)(=O)N(C)CC(=O)NC2CC(C)(C)NC(C)(C)C2)cc1	3.5	9	i
CCOC(=O)CNC(=O)N1CCCC(C(=O)c2ccc3c(c2)OCO3)C1 (stereo not given)	-0.6	18	i
CC(O)CNc1ncnc2cc(-c3ccc(F)cc3)sc12 (stereo not given)	3.1	36	i
C=COCCNC(=S)N1CCOCCOCCN(C(=S)NCCOC=C)CCOCC1	-0.5	5	i
CCNc1ccc(S(=O)(=O)N(C)C)cc1NCC(=O)Nc1ccc(Br)cc1F	·	24	i
COc1cc(C(N)=O)cc(Br)c1OCc1ccccc1	-0.2	-2	i
CC(=O)c1cccc(-n2nnnc2SCC(=O)N2CCCC2)c1	-0.9	3	i
O=C1CN(C(=O)c2ccc(F)c(S(=O)(=O)N3CCOCC3)c2)c2ccccc2N1	0.2	4	i
Cn1c(C(=O)N[C@@H](Cc2ccccc2)C(=O)O)cc2cc(F)ccc21	-0.9	4	i
COc1ccc(/C=C/C(=O)N2CCN(S(=O)(=O)c3ccccc3)CC2)cc1OC	-1.2	25	i
c1ccc(Cn2ncc3c(Nc4ccccc4)ncnc32)cc1	0.3	10	i
CCc1cc(=O)oc2cc(C)cc(OCC(=O)NCCN3CCOCC3)c12	0.6	2	i
Cc1c(OCc2ccc(C(=O)O)o2)ccc2c3c(c(=O)oc12)CCC3	-0.6	8	i
CC1(C)CC(=O)c2c(O)cc(OCc3ccc([N+](=O)[O-])cc3)cc2O1	-0.5	13	i
CCN(CC)S(=O)(=O)c1ccc(NC(=O)CC(NC(C)=O)c2ccccc2)cc1 (stereo not given)	-0.1	10	i
O=C(NCc1cccnc1)c1cc(Sc2cccc(Cl)c2)nc2ccccc12	0.4	22	i
O=C(c1ccccc1NS(=O)(=O)c1cccs1)N1CCOCC1	0.6	24	i
O=C(OCc1cccc([N+](=O)[O-])c1)c1ccc2ccccc2n1	0.4	28	i
COc1ccc(-n2ccnc2SCC(=O)NCc2ccccc2)c(OC)c1	-0.8	33	i
CS(=O)(=O)c1ccc2nc(NC3(C(F)(F)F)N=C4SCCN4C3=O)sc2c1 (stereo not given)	-0.4	13	i
O=C1OC(N2C(=O)CC[C@H]2C(=O)Nc2cccc(F)c2)c2ccccc21 (stereo not given in full)	0.2	13	i
COc1ccc(C(=O)N2CCN(S(=O)(=O)c3ccc(C)cc3C)CC2)cc1OC	1.0	-1	i
CN(C)S(=O)(=O)c1ccc(Cl)c(NC(=O)CSc2nc3ccccc3c(=O)n2CCCN2CCOCC2)c1	0.1	6	i
Cn1c(NCCCN2CCOCC2)nc2c1c(=O)n(Cc1ccc(Cl)cc1)c(=O)n2C	-0.1	9	i
COC(=O)c1[nH]c(C)c(/C(O)=C2\C(=O)C(=O)N(CCN3CCOCC3)C2c2ccco2)c1C (stereo not given)	-1.6	22	i
CCOc1ccc(CNC(=O)CCc2cn(C)c3ccccc23)cc1OC	-0.9	8	i
CC(C)(C)C(=O)Nc1ccc(-c2cc3cc(Cl)ccc3o2)cc1	-1.6	12	i
CC1(C)CC(CC(=O)O)(c2ccc(Cl)cc2)CCO1 (stereo not given)	0.4	8	i
CC(C)=CCC/C(C)=C/CC/C(C)=C/CC/C(C)=C/CC1=C(C)C(=O)c2ccccc2C1=O	·	8	i
COc1cccc(CN2CCCC(CNC(=O)c3ccc(F)cc3)C2)c1OC (stereo not given)	-0.3	7	i
COc1ccc(NC(=O)c2ccc(NC(=O)CSc3nccc(=O)[nH]3)cc2)cc1	1.5	2	i
Fc1ccc(NC(=S)Nc2cccnc2)c(F)c1F	·	20	i
O=C(NCc1cccc(Cl)c1)NC(=O)c1csc([N+](=O)[O-])c1	-2.5	14	i

Single records, from the list above:
COC(=O)c1[nH]c(C)c(/C(O)=C2\C(=O)C(=O)N(CCN3CCOCC3)C2c2ccco2)c1C (stereo not given) is entered as STK33 inh = -1.6; OX1R antag = 22; KCNQ2 block = i
Cn1c(NCCCN2CCOCC2)nc2c1c(=O)n(Cc1ccc(Cl)cc1)c(=O)n2C is entered as STK33 inh = -0.1; OX1R antag = 9; KCNQ2 block = i

(further entries)
SMILES	STK33 inh	OX1R antag	KCNQ2 block
Cn1c(CN2CCN(S(C)(=O)=O)CC2)nc2cc([N+](=O)[O-])ccc21	-0.7	18	i
Cc1ccc(-n2ncc3c(=O)n(CC(=O)N4CCN(c5ccccc5F)CC4)cnc32)cc1C	0.3	6	i
CS(=O)(=O)N(CC(=O)Nc1ccc2c(c1)OCO2)c1ccc2c(c1)OCO2	-2.1	8	i
COc1ccc(/C=N/NC(=S)NCc2ccccc2)cc1OC	0.4	14	i
COCCCNc1c2c3c(cccc3[nH]c1=O)C(=O)c1ccccc1-2	23	56*	·
O=C(O)CCc1nn2c3ccccc3nc2n(Cc2ccccc2)c1=O	0.6	28	i
COc1cc(C(=O)NCCc2cn3ccc(C)cc3n2)cc(OC)c1OC	0.6	7	i
O=C(c1ccccc1-c1ccccc1)N1CCN(c2ccccn2)CC1	0.4	10	i
COc1cccc(CNc2ccc(F)c(Cl)c2)c1OC	0.0	4	i
O=C(NC(Cc1ccccc1)C(=O)O)/C(=C/c1cccc(Br)c1)NC(=O)c1ccco1 (stereo not given)	-1.7	14	i
O=C(CN1C2CCCC1CC(NC(=O)C1CCCCC1)C2)Nc1ccccc1C(F)(F)F (stereo not given)	-1.1	42*	i
CN1CCN(C(CNS(=O)(=O)c2cccs2)c2cccnc2)CC1 (stereo not given)	-0.3	4	i
COc1ccc(N(C(=O)c2ccco2)C(C(=O)NC2CCCC2)c2ccccc2)cc1 (stereo not given)	0.6	13	i
O=[N+]([O-])c1cccc(-c2noc(COc3ccccc3)n2)c1	-2.0	6	i
O=C(Cc1ccc(Cl)c(Cl)c1)Nc1cccnc1	-1.8	10	i
CC(OC(=O)CN1C(=O)NC2(CCCC2)C1=O)C(=O)c1ccc(C(C)(C)C)cc1 (stereo not given)	-3.1	12	i
CN1CCN(/N=C/c2ccc(N(C)c3ccccc3)cc2)CC1	0.9	4	i
CCCCn1c(=N)n(CC(O)COc2cccc(C)c2)c2ccccc21 (stereo not given)	-2.8	2	i
CC(=O)Oc1cccc(C(=O)Nc2ccc(NC(=O)c3cccs3)cc2)c1	14	12	i
O=C(COC(=O)/C=C/c1cccc(F)c1)Nc1ccccc1	-1.0	21	i
O=C(c1ccc(Cl)c(Cl)c1)N1CCC(O)(CN2CCOCC2)CC1	-1.3	17	i
O=C(c1cc(F)c(F)cc1Cl)N1CCCCC1	0.0	15	i
Cc1ccccc1CC1(CO)CCCN(C(=O)c2ccc(F)cc2)C1 (stereo not given)	-0.5	18	i
Cc1nc2ccc(C(=O)N(C)CC3CCCN(CCc4ccc(Cl)cc4)C3)cc2[nH]1 (stereo not given)	-3.0	-4	i
CCCOc1ccc(C(=O)CCC(=O)OCC(=O)Nc2ccc(Oc3ccccc3)cc2)cc1	-1.4	8	i
CCN(CC)P(=O)(Nc1ccc(Br)cc1)c1c(C)nn(CCC#N)c1NC(=O)c1ccc(Cl)cc1 (stereo not given)	-0.7	23	i
Cn1c(=O)n(Cc2ccccc2)c(=O)c2c1nc1n2CCS1	-2.6	9	i
CC(C)[C@H](NC(=O)[C@@H]1Cc2c([nH]c3ccccc23)C2c3ccccc3C(=O)N21)C(=O)NCC1CCCO1 (stereo not given in full)	2.7	11	i
Cc1occc1C(=O)NCCCc1ccccc1	-1.1	8	i
Cc1cccc(-c2n[nH]c(=S)n2/N=C/c2ccco2)c1	-0.5	11	i
O=C1C2C3C=CC(CC3)C2C(=O)N1c1ccccc1 (stereo not given)	-0.6	·	i
Cc1cccc(NC(=O)C(=O)NCCCN2CCOCC2)c1	-1.3	36	i
Cc1cc(=O)oc2cc(O)c(N=Nc3ccccc3)cc12	-0.7	27	i
CCN1CCc2c(sc(NC(=O)c3cc4ccccc4cc3OC)c2C(N)=O)C1	11	10	i

Rewritten with values under each structure: four of the compounds above
Every second line gives: STK33 inh | OX1R antag | KCNQ2 block
> O=C1C2C3C=CC(CC3)C2C(=O)N1c1ccccc1 (stereo not given)
    -0.6 | · | i
> Cc1cccc(NC(=O)C(=O)NCCCN2CCOCC2)c1
    -1.3 | 36 | i
> Cc1cc(=O)oc2cc(O)c(N=Nc3ccccc3)cc12
    -0.7 | 27 | i
> CCN1CCc2c(sc(NC(=O)c3cc4ccccc4cc3OC)c2C(N)=O)C1
    11 | 10 | i
